Screening data (PubChem)
JMJD2C inh: inhibitors of human GASC-1 (JMJD2C) demethylase | Q9H3R0 | GST-JMJD2C(1-420) H3K9me3 demethylation, DELFIA europium | inhibition, % at 2.35 µM | actives 0.069% (n = 330,000);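 active = more than half of a compound's replicate wells show inhibition beyond 50%, single wells judged on their own value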;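 also: signal counts dimethyl H3K9 product captured on neutravidin plate; 0% = median of DMSO wells and 100% = 0.3 times that DMSO median; strong numbers were not always called active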
Target sequence (Q9H3R0 1-420 limits assumed): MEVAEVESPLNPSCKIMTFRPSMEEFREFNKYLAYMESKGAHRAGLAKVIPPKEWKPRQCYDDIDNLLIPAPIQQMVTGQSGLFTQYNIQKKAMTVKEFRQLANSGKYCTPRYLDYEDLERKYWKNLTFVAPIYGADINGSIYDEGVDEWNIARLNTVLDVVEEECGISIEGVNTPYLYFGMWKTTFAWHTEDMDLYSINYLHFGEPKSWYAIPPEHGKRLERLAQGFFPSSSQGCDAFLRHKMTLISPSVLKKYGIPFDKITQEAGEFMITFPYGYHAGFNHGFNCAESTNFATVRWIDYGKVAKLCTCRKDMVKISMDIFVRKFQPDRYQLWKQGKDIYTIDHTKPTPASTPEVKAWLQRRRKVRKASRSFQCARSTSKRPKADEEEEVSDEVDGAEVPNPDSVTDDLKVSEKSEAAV
proCasp7 act: counter-screen: procaspase-7 (human) activation | actives 0.093% (n = 330,000) | activation, % at 8.5 µM | AID 463210 | recombinant procaspase-7, Ac-DEVD-pNA absorbance 405 nm; D23A/D198A/D206A triple mutant, cannot self-cleave; scale: DMSO 0, 5 µM enzyme 100 | P55210;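 active = percent activation above the screen-wide mean plus 3 SD, cut at about 25% in these data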
Target sequence (P55210 whole entry D23A/D198A/D206A): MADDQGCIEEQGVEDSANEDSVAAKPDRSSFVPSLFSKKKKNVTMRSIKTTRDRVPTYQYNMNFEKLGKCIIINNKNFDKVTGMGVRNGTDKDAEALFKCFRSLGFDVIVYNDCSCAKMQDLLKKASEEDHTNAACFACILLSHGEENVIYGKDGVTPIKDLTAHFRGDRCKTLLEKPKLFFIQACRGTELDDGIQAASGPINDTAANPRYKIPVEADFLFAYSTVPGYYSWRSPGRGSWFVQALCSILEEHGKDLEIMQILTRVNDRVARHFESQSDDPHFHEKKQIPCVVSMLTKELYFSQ
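signal = Epi-absorbance of released pNA at 405 nm, two timepoints | assay system = Uncleavable procaspase-7 mutant enzyme | reagent = Ac-DEVD-pNA substrate, 400 µM as added | times = 1 h enzyme–compound preincubation and 2 h substrate reaction, both 25 °C | benchmarks = low DMSO alone, high DMSO plus 5 µM PC-7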
proCasp3 act: procaspase-3 (human) activation | activation, % at 8.5 µM | recombinant procaspase-3 D3A, Ac-DEVD-pNA absorbance 405 nm | P42574 | actives 0.11% (n = 330,000);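 active = activation above the mean of all tested compounds plus 3 SD, cut at about 21% in these data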;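 also: 0% = DMSO alone and 100% = DMSO wells spiked with extra 5 µM PC-3 D3A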
Target sequence (P42574 whole entry D9A/D28A/D175A): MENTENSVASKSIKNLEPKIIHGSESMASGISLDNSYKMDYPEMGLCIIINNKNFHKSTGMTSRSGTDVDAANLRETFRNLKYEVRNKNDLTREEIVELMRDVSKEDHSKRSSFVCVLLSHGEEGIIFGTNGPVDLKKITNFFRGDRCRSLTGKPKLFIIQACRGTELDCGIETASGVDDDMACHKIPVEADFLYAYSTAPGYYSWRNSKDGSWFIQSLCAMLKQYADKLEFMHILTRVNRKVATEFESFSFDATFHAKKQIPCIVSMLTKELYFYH
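Assay system: Procaspase-3 D3A mutant, all three cleavage aspartates alanine. Buffer or medium: Zinc-free HEPES saline buffer with Triton X-100. Times: 1 h compound preincubation, 2 h substrate hydrolysis at 25 °C. Measured by: 405 nm absorbance of p-nitroaniline, reads at 0 and 120 min. Read-out basis: percent activation relative to control range. Replicates: singlicate.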
Fh CTSL1 inh: blocks F. hepatica cathepsin L1 in PFM18AAP counter-screen. recombinant F. hepatica cathepsin L1, Z-Leu-Arg-MCA fluorescence. actives 0.49% (n = 300,000). AID 1906. inhibition, % at 5.96 µM;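 active = inhibition above the mean of all tested compounds plus 3 SD, set per screening campaign, cut at about 17% in these data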;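 also: 0% = plate median of test compound wells and 100% = 1 µM Z-Phe-Ala-diazomethylketone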
PP1 counter: counter-screen for PP5 inhibitors: inhibitors of human PP1-alpha. P62136. purified PP1alpha, OMFP fluorescence. inhibition, % at 6.7 µM. actives 0.9% (n = 320,000);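 active = inhibition above the mean inhibition of all tested compounds plus 3 SD, computed separately for each screening campaign, cut at about 15% in these data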
Efflux pump mplx: inhibitors of Candida antifungal efflux pumps expressed in yeast. S. cerevisiae Candida pump triplex, Nile Red efflux. inhibition, % at 10 µM. actives 0.44% (n = 330,000). AID 485275;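 active = plate passing quality check with inhibition over a set limit, or well fluorescence over plate mean plus 4 SD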;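 also: Nile Red retained in pooled yeast measured as flow cytometry median fluorescence; 0% = buffer negative control and 100% = Enniatin B positive control; higher means more Nile Red kept so more efflux inhibition; some compounds called inactive have numbers as strong as hits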
TPT1 inhibitor: C. albicans TPT1 enzyme inhibition; AID 1962; inhibition, % at 5 µM; recombinant caTPT1, FP RNA substrate dephosphorylation; actives 0.81% (n = 300,000);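 active = inhibition above the mean of all tested compounds plus 3 SD, set per screening campaign, cut at about 24% in these data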;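 also: plate controls were DMSO alone for no effect and ferristatin control at 100 nM for full effect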
HCV core dimer: HCV core protein dimerization inhibition; actives 0.33% (n = 300,000); AID 1899; inhibition, % at 5 µM; TR-FRET GST/Flag-core106 dimerization, 1536-well;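 active = inhibition above the mean of all tested compounds plus 3 SD, set per screening campaign, cut at about 45% in these data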
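Assay system: Tagged HCV core106 pair (GST and Flag) | Buffer or medium: KF-containing HEPES buffer, pH 7.45, DTT, CHAPS, BSA | Also added: Eu donor and XL665 acceptor anti-tag antibodies | Dosing: One concentration, 5 µM, in 0.5% DMSO | Timing: 4 h at 22.5 °C | Technique: TR-FRET 671 and 617 nm emission | Repeats: Singlicate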
PP5 primary: PP5 (human) phosphatase inhibition; purified PP5c, OMFP substrate fluorescence; inhibition, % at 6.7 µM; actives 0.18% (n = 320,000);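 active = inhibition above the campaign's mean inhibition across all tested compounds plus 3 SD, cut at about 9.5% in these data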;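 also: 0% = DMSO only and 100% = 100 µM cantharidin control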
* = called active by the depositor; / = not tested or not shown.

The opening three entries (preview)
SMILES	JMJD2C inh	proCasp7 act	proCasp3 act	Fh CTSL1 inh	PP1 counter	Efflux pump mplx	TPT1 inhibitor	HCV core dimer	PP5 primary
O=C(N/N=C/c1ccncc1)c1ccc(NC(=O)c2ccc(Cl)cc2)cc1	3	-6	3	-2	30*	-0.1	1	5	1.5
O=C(CN1CCN(c2ccccc2O)CC1)Nc1ccnn1C1CCCC1	1	-3	12	/	5	0.1	/	/	-0.3
CCCCN(C(=O)c1cc(=O)[nH]c2ccccc12)c1c(N)n(CCCC)c(=O)[nH]c1=O	-5	1	2	1	-6	0.3	5	-4	2.4

The listing (from the top)
SMILES	JMJD2C inh	proCasp7 act	proCasp3 act	Fh CTSL1 inh	PP1 counter	Efflux pump mplx	TPT1 inhibitor	HCV core dimer	PP5 primary
O=C(N/N=C/c1ccncc1)c1ccc(NC(=O)c2ccc(Cl)cc2)cc1	3	-6	3	-2	30*	-0.1	1	5	1.5
O=C(CN1CCN(c2ccccc2O)CC1)Nc1ccnn1C1CCCC1	1	-3	12	/	5	0.1	/	/	-0.3
CCCCN(C(=O)c1cc(=O)[nH]c2ccccc12)c1c(N)n(CCCC)c(=O)[nH]c1=O	-5	1	2	1	-6	0.3	5	-4	2.4
O=C(N/N=C/c1ccc(Cl)cc1Cl)Nc1ccccc1	15	-2	5	3	2	0.1	3	3	-0.3
CC(C)(C)C(=O)N1CCN(c2ccnc3cc(Cl)ccc23)CC1	6	-5	-11	3	-4	0.5	3	-2	5.1
COc1ccc2oc(=N)c(C(=O)Nc3cccc(C)c3C)cc2c1	-17	12	2	-3	0	0.0	0	0	-1.7
Cc1cc2nc3c(nc2cc1C)C1(C(=O)N(C)C)CCC3(C)C1(C)C (stereo unspecified)	2	-2	-1	3	0	-0.1	-2	0	-0.1
CCCn1cnc2cc(NC(=O)c3ccco3)ccc21	1	10	-1	-2	-2	-0.2	-2	2	1.6
CC1CN(C(=O)CCN2C(=O)c3ccccc3C2=O)CC(C)O1 (stereo unspecified)	-8	7	1	-3	0	0.0	4	5	3.7
Cc1cc(C(=O)NCCCN2CCN(C3CCCCC3)CC2)n(-c2ccccc2)n1	3	9	9	3	-4	0.2	2	1	-0.8
NC(=O)c1cccnc1OCC(F)(F)F	-6	9	-3	-2	-2	-0.1	1	2	-2.5
CC1=C(C(=O)OCCc2ccccc2)C(c2ccsc2)NC(=O)N1C (stereo unspecified)	-12	-4	6	5	-1	0.1	-1	5	2.4
COC(=O)C1=C(C)N(c2cccc(Cl)c2)C(=O)C1	3	-1	3	0	3	0.1	3	-5	-1.6
O=C(COc1cccc2ccccc12)Nc1cc(Cl)ccc1C(=O)O	-35	2	8	4	6	0.7	-1	0	1.7
C=CCOc1c(Br)cc(CNn2c(C)n[nH]c2=S)cc1OC	0	-16	-9	1	0	-0.1	-4	-9	1.2
COC(=O)c1c(C(=O)OC)c(-c2cccc(C)c2)n2c1CS(=O)(=O)C2	1	5	7	-2	1	0.0	-4	1	-0.1
CCCNS(=O)(=O)c1cc2c3c(c1)C(C)C(=O)N3CCC2 (stereo unspecified)	2	2	-1	1	-5	0.0	-3	11	1.8
CCOC(=O)c1c(O)c2cc(Cl)ccc2n(CC)c1=O	-9	5	1	-1	-2	-0.1	-2	-5	-0.9
CCn1ccnc1[C@@H]1C[C@H]2CN(Cc3cccc(Cl)c3)C(=O)[C@]23CCCN13	3	8	9	-2	-1	-0.1	2	5	-0.1
Cc1ccc(C(=O)CN2C(=O)NC3(CCc4ccccc43)C2=O)c(C)c1 (stereo unspecified)	-4	5	6	3	-3	0.0	2	2	0.2
CNC(=S)N/N=C(\C)c1ccc(-n2ccnc2)cc1	-32	-2	1	-1	11	-0.2	-3	-3	-1.0
COc1ccc(-n2c(=O)c3ccccc3n(CC(=O)Nc3ccccc3OC)c2=O)cc1	17	14	8	-1	1	0.1	0	1	-1.1
CC[n+]1c(/C=C/N(C)c2ccccc2)oc2ccccc21	0	-14	-4	4	0	0.0	36*	5	0.9
O=C(CSc1n[nH]c(-c2ccccc2)n1)N1CCOCC1	15	0	8	-1	-3	0.2	-1	7	0.4
Cc1cccc(NC(=O)COC(=O)c2cccc3c2C(=O)c2ccccc2C3=O)c1C	3	-15	-6	4	5	0.6	-2	20	5.0

In another format: two of the compounds above
| molecule | JMJD2C inh | proCasp7 act | proCasp3 act | Fh CTSL1 inh | PP1 counter | Efflux pump mplx | TPT1 inhibitor | HCV core dimer | PP5 primary |
| --- | --- | --- | --- | --- | --- | --- | --- | --- | --- |
| O=C(CSc1n[nH]c(-c2ccccc2)n1)N1CCOCC1 | 15 | 0 | 8 | -1 | -3 | 0.2 | -1 | 7 | 0.4 |
| O=C(CN1CCN(c2ccccc2O)CC1)Nc1ccnn1C1CCCC1 | 1 | -3 | 12 | / | 5 | 0.1 | / | / | -0.3 |

The list continues.
SMILES	JMJD2C inh	proCasp7 act	proCasp3 act	Fh CTSL1 inh	PP1 counter	Efflux pump mplx	TPT1 inhibitor	HCV core dimer	PP5 primary
COc1ccccc1NC(=O)Cc1nnc(SCC(=O)Nc2ccc(F)cc2F)n1C	5	-7	9	-4	-2	0.2	0	4	4.9
O=C(c1ccc(Br)o1)N1CCN(CCOc2ccccc2)CC1	4	4	12	-1	0	0.1	3	5	-0.6
O=C(Nc1ccc(N2CCOCC2)c2nonc12)C1CCCC1	-7	-1	-10	-4	-2	0.2	-2	20	-0.9
O=C(N/N=C/c1ccc(OC(=O)c2ccc3c(c2)OCO3)cc1)c1cncc(Br)c1	9	0	1	-2	2	0.1	0	30	0.3
C=CCN(C(=O)c1csnn1)C(C(=O)NC1CCCCC1)c1ccc(Cl)cc1 (stereo unspecified)	-6	-4	2	-6	0	0.5	1	-5	2.3
Cc1cc(/C=N/NC(=O)CC2(C)OCCO2)c(C)n1-c1cc(Cl)cc(Cl)c1	-3	-7	12	1	0	0.2	-7	4	1.8
O=C(CSC1=NCCS1)NC(c1ccccc1)c1ccccc1	-23	-7	-5	0	5	0.0	-1	4	4.5
NS(=O)(=O)c1ccc(N2CCN(S(=O)(=O)Cc3ccccc3)CC2)nc1	-6	5	10	/	/	0.1	/	/	/
Cc1ccc(C(=O)N2CCc3ccccc32)cc1[N+](=O)[O-]	2	2	5	1	1	0.0	2	2	1.9
CCOC(=O)c1cc(-c2ccc([N+](=O)[O-])cc2)nc2c1c(=O)[nH]c(=O)n2Cc1ccccc1	-2	7	6	-2	1	-0.2	-4	1	-0.8
O=C(O)c1cccc2c3c([nH]c12)CCCC3	8	6	0	-3	2	0.0	1	-1	1.5
c1ccc(-c2csc3ncnc(NCCN4CCOCC4)c23)cc1	-3	-2	-4	-3	-1	-0.1	2	-3	2.7
CCOC(=O)N1CCC(N2C(=O)c3ccccc3C2Nc2cc(C(=O)OC)cc(C(=O)OC)c2)CC1 (stereo unspecified)	-40	-5	5	-2	0	-0.1	-3	-5	-0.8
COc1ccc(OC)c(NC(=O)Cc2c(C(=O)O)n(C)c3ccccc23)c1	4	-4	4	2	2	0.0	-6	-12	4.0
COc1ccccc1C(=O)NCCCNC(=O)c1ccccn1	2	10	5	0	-1	0.0	-4	8	1.2
COC(=O)c1c(N)sc(Cc2ccccc2)c1C	15	-6	-8	-1	1	0.1	1	-1	4.7
CC(Oc1cc2oc(=O)c3c(c2cc1Cl)CCC3)C(=O)NC1CC(C)(C)NC(C)(C)C1 (stereo unspecified)	17	5	0	-3	1	0.3	-1	-2	0.3
CCCn1nnnc1SCC(=O)Nc1sc(C)c(C)c1C#N	8	3	5	2	-2	0.1	1	1	-0.5
COC(=O)c1ccccc1NC(=O)C(C)Oc1ccccc1 (stereo unspecified)	-3	-2	3	1	-3	-0.1	1	-3	-0.9
Cc1noc(C)c1C(=O)Nc1ccc(-n2ccc(C(F)(F)F)n2)cc1	1	7	-1	-2	1	-0.1	-1	5	1.1
O=C(Cn1nnc(-c2ccccc2)n1)NNC(=O)c1ccccc1	-7	-2	2	-7	-7	-0.2	0	1	-1.8
O=C(NCCc1ccccc1)c1c(O)c2ccccc2[nH]c1=O	-12	-2	4	5	4	0.1	4	1	-0.4
O=C1/C(=C\c2cccs2)N=C(c2cccs2)N1Nc1ccccc1	-36	11	-25	0	-2	0.0	5	8	3.4
O=C(NCc1ccco1)C(c1ccccc1F)N(CC1CCCO1)C(=O)Cn1nnc2ccccc21 (stereo unspecified)	0	16	3	0	-5	-0.2	0	4	2.6
Cc1cc(C)c(C)c(S(=O)(=O)Nc2ccc3cn[nH]c3c2)c1C	1	1	1	/	-3	0.0	/	/	1.5
COc1ccc(-c2nc(N)sc2C2(O)C(=O)Nc3c(Br)cc(F)cc32)cc1OC (stereo unspecified)	6	-4	3	-2	-1	-0.1	-3	-9	3.1
CCOC(=O)NNC(=O)c1ccc(Cl)cc1	-3	0	-2	0	3	0.1	-2	-11	2.5
CC(=O)NC(C(=O)NCC(N)=O)C(C)C (stereo unspecified)	24	2	4	1	-3	0.1	1	-4	-0.8

A draw from above in order of molecular weight, ascending:
SMILES	JMJD2C inh	proCasp7 act	proCasp3 act	Fh CTSL1 inh	PP1 counter	Efflux pump mplx	TPT1 inhibitor	HCV core dimer	PP5 primary
O=C(O)c1cccc2c3c([nH]c12)CCCC3	8	6	0	-3	2	0.0	1	-1	1.5
O=C(Cn1nnc(-c2ccccc2)n1)NNC(=O)c1ccccc1	-7	-2	2	-7	-7	-0.2	0	1	-1.8
O=C(CSC1=NCCS1)NC(c1ccccc1)c1ccccc1	-23	-7	-5	0	5	0.0	-1	4	4.5
COc1ccc(OC)c(NC(=O)Cc2c(C(=O)O)n(C)c3ccccc23)c1	4	-4	4	2	2	0.0	-6	-12	4.0
NS(=O)(=O)c1ccc(N2CCN(S(=O)(=O)Cc3ccccc3)CC2)nc1	-6	5	10	/	/	0.1	/	/	/
CCOC(=O)c1cc(-c2ccc([N+](=O)[O-])cc2)nc2c1c(=O)[nH]c(=O)n2Cc1ccccc1	-2	7	6	-2	1	-0.2	-4	1	-0.8
COc1ccc(-c2nc(N)sc2C2(O)C(=O)Nc3c(Br)cc(F)cc32)cc1OC (stereo unspecified)	6	-4	3	-2	-1	-0.1	-3	-9	3.1

This is a random part of the collection; 2.9% or so of the library scored in one or more.
